Pf Dd2 growth: qHTS Primary assay for Inhibitors of Plasmodium falciparum Dd2 growth in vitro; P. falciparum Dd2 growth, SYBR Green, 72 h; Potency, µM (doses to about 28.9 µM), inactives show top-dose activity, negative = inhibition, usual class: inhibitors; actives 4.3% (n = 120,000); AID 1347417, 2020; active = well fitted inhibition curve with a large enough effect; inconclusive = small, poorly fitted or top-dose-only effect; inactive = no such curve, though single readings can be large or run the other way;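 also: plate controls were DMSO vehicle for no effect and reference drug for full effect; nearly all actives have a fitted effect of over 65% in size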
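Readout: SYBR Green fluorescence, 485 nm excitation, 535 nm emission, after ~16 h lysis at 37C. Before that, Dd2-infected red cells (2.5% hematocrit) grew 72 h with compound, 29 uM top final concentration.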
The depositor's hits bear a star; i = inactive; ? = inconclusive; [ ] = dose if it differs, or a comment. Potency is read from the fitted curve at half-maximal effect. These rows are one share of the data; rates above refer to the full screens.

SMILES	Pf Dd2 growth
CCn1cc(CN2CCC3(CCC(=O)N(C(C)C(=O)O)C3)CC2)cn1 (configuration not stated)	-15.0%
O=C1CCCCCN1CCC(=O)N1CCCC(Nc2ccc(F)cc2)C1 (configuration not stated)	-6.5%
Cc1cc(C)cc(C(=O)Nc2ccc(-c3nc4ncccc4o3)cc2)c1	?
Cc1cc(NC(=O)c2cnn(-c3ccccc3)c2-n2cccc2)ccc1Br	?
Cc1nc([C@@H]2CN(C(=O)c3nn(C)c4ccccc34)C[C@H]2C(N)=O)n[nH]1	6.5%
Cc1c2cnn(CC(=O)N3CCCCC3)c(=O)c2c(C)n1Cc1ccc(F)cc1	382.1%[activator][5.79 µM]
CCOC(=O)c1c(NC(C)=O)c2c3c(sc2n1Cc1nc(-c2ccccc2Cl)oc1C)CCCC3	?
CCCn1cc(C2CCN(S(=O)(=O)c3c(C)cc(C)cc3C)CC2)c2ccccc21	?
O=C(CCC1CCCN(Cc2cccn2-c2cccnc2)C1)Nc1ccccc1F (configuration not stated)	?
Cc1nc2ccc(S(=O)(=O)NCC(=O)NCc3ccc(Cl)cc3)cc2s1	13.4%
COCCOCC(=O)N1CCC2(CC1)c1nccn1-c1ccccc1CN2CC(C)C	7.2%[5.79 µM]
CN(Cc1ccccc1)C(=O)Nc1ccc2c(c1)N(C)C(=O)c1ccccc1S2	?
COc1ccc(CCN2C(=O)O[C@@H]3CN(c4nc(OC)cc(OC)n4)C[C@@H]32)cc1	-1.8%
CCOc1ccc(N(C(C)C(=O)Nc2cc(Cl)ccc2OC)S(C)(=O)=O)cc1 (configuration not stated)	?
COCCN1CCC2(CCC1=O)CN(Cc1cccc(Cl)c1)CCN2C (configuration not stated)	-12.6%
Cc1cc(-c2ccc(C)c(S(=O)(=O)N3CCOc4ccc(Cl)cc43)c2)on1	?
COCCN1CCCCCC(O)c2cc(C(=O)N3CC=C(c4ccccc4)CC3)ccc21 (configuration not stated)	?
COc1ccccc1CNC(=O)C1CCN(C(=O)c2ncn3c2COC(c2ccccc2)C3)CC1 (configuration not stated)	-22.7%
COCCn1cnnc1C(C)Nc1nc(C(C)C)nc2c1cnn2C (configuration not stated)	1.2%
COc1ccc(C(=O)NC[C@H]2O[C@H](Cc3cc(-c4ccccc4)on3)CC[C@@H]2O)cc1	-24.4%[44.1 µM]
CN1CC2(CCN(S(=O)(=O)c3ccc(C#N)cc3)CC2)CC1C(=O)N1CCOCC1 (configuration not stated)	?
O=C1NC(=NC2CCCC2)C2(CCN([S+](=O)([O-])c3cccc(C(F)(F)F)c3)C2)N1c1cc(F)cc(F)c1 (configuration not stated)	14.2%
C[C@]1(CO)[C@H]2Cc3sc(NC(=O)c4ccnc(Cl)c4)nc3[C@@H](CC(=O)NCc3ccco3)[C@]2(C)CC[C@H]1O	?
FC(F)(F)c1ccc(CN2CCCC3(CC(c4cccc(C(F)(F)F)c4)=NO3)C2)cc1 (configuration not stated)	20.3%
Cn1ccc2cc(S(=O)(=O)N3CCN(C(=O)Nc4cccc(F)c4)CC3)ccc21	5.7%

More entries:
SMILES	Pf Dd2 growth
CC1(C)C(=O)N(Cc2ccccc2F)[C@H]2CN(Cc3ccc4c(c3)CCO4)C[C@H]2[S+]1(=O)[O-]	-1.2%
CC(C)c1noc(C2Cc3ccccc3N2C(=O)CCn2cnnn2)n1 (configuration not stated)	8.7%[5.79 µM]
CCOc1ccc(NC(=O)CCc2c(C)nc3cc(-c4ccccc4OC)nn3c2C)cc1	?
COc1ccc(N(CC(=O)NCCc2ccc(C)cc2)S(=O)(=O)c2c(C)nn(C)c2C)cc1	-5.8%
CC(=O)Nc1ccc(CC(=O)N2CCC(C)(c3noc(C)n3)CC2)cc1	9.4%
CCCN(CCC)CCNC(=O)Cn1cc2c(n1)-c1c(oc(C(=O)N3CCCC3)c1C)CC2	?
CCc1nnc(NC(=O)c2nc(S(=O)(=O)Cc3cccc(C)c3)ncc2Cl)s1	-4.4%
COc1ccc(CNC(=O)[C@@H]2CCC[C@@H](NCC3CC3)CN(C)C(=O)C2)cc1	-22.3%[44.1 µM]
CCn1cc(-c2ccc(C)cc2)cc1C(=O)N1CCC(C)CC1	-10.1%
COC(=O)CNC(=O)C1CN(Cc2ccccc2)C(=O)N1 (configuration not stated)	8.4%[44.1 µM]
C=CCNC(=O)CCc1c(C)nn(-c2ccccc2C)c1Oc1cccc(F)c1	i
Cc1onc(C(=O)N2CCC(C)(c3noc(-c4ccncc4)n3)CC2)c1Cn1cc(Cl)cn1	?
COCc1cc(C[C@@H]2C[C@H](NCC3CC3)C2(C)C)no1	i
COCCCNC(=O)c1cnc2sc(N3CCCCCC3)nn2c1=O	i
Cc1ccccc1C(=O)N(C)CC1CCOCC1	0.3%
COc1cc2c(cc1OCc1ccccc1)NC(=O)C21CCN(Cc2ccccn2)CC1	?
COC(=O)c1cccc(NC(=S)N[C@H]2CO[C@H]3[C@@H]2OC[C@@H]3n2nnnc2-c2ccc3c(c2)OCO3)c1	-5.4%
COc1ccc(C(=O)N2CC[C@H]3COC(=O)N3c3ccccc3C2)cc1	23.3%[44.1 µM]
Cn1nc(-c2cccs2)cc1-c1nc(C2CCOC2)no1 (configuration not stated)	2.8%
Cc1ccc2c(c1)c1c(c(=O)n(-c3ccccc3)c(=O)n1CC(=O)NCCC1=CCCCC1)n2C	i
COc1ccc(OC)c(CNS(=O)(=O)c2ccc(-c3cc(C(F)(F)F)on3)s2)c1	12.4%
c1ccc(-c2noc(-c3cncnc3NC3CCCCC3)n2)cc1	i
CC(C)(C)CC(=O)N1CC[C@H]2CC(=O)N(Cc3cccnc3)CC[C@H]2C1	i
CCOC(=O)c1c(-c2ccc(C)cc2)csc1NC(=O)c1cc(=O)c2cc(C)c(C)cc2o1	32.4%[activator]
O=C(c1ccc2nc[nH]c2c1)N1CCCN(c2cc(-c3ccc(Cl)cc3)[nH]n2)CC1	?

Continuation.
SMILES	Pf Dd2 growth
Cc1cc(C)cc(NCc2nnc3n2CCCCC3)c1	51.2%[activator]
Cc1cc(NC(=O)CSc2ncc(C(=O)Nc3ccc(F)cc3)c(=O)n2C)no1	30.4%[activator]
Cc1ccc(C)c(N2CCN(C(=O)Cn3cnc4onc(-c5ccc(F)cc5)c4c3=O)CC2)c1	0.4%
OCC1(CCc2ccccc2)CCCNC1 (configuration not stated)	i
COc1ccc(CCNC(=O)CCCN2C(=O)COc3ccc(C(C)=O)cc32)cc1OC	i
c1ccc(-c2noc(-c3ccccc3OC3CCNC3)n2)cc1 (configuration not stated)	?
COc1cccc(C(=O)NC2CC(=O)N(c3ccc4c(c3)OCCO4)C2)c1OC (configuration not stated)	0.5%
COc1ccc(S(=O)(=O)N(Cc2nc(-c3ccccc3)no2)C2CCCCC2)cc1	?
CC(C)c1noc(-c2cccn3c(CNC(=O)c4c(F)cccc4F)nnc23)n1	-16.9%
Cc1cc(C(=O)N[C@H]2[C@H](O)[C@H](O)C[C@@H]2c2ccc(N3CCOCC3)nc2)nn1C	-2.1%[44.1 µM]
COc1ccc(NC(=O)COc2ccc(S(=O)(=O)NC3CCCCC3)cc2)c(OC)c1	-7.1%
COc1cccc(C2CC(=O)Nc3cc(OC)c(OC)c(OC)c32)c1OC(C)C (configuration not stated)	-27.8%
CC(=O)N1CCCc2cc(S(=O)(=O)Nc3ccc(C)c(F)c3)ccc21	-22.8%
COc1ccc(C)nc1-c1cccc(OC)c1C(=O)N(C(C)C)C(C)C	8.4%
Cc1ncsc1CCC(=O)N1CC[C@@H]2[C@@H](CCC(=O)N2CCN)C1	-14.3%
NS(=O)(=O)c1ccc(CCNC(=O)C2COc3ccccc3C2)cc1 (configuration not stated)	19.1%
CCC(C)NC(=O)C1COC2(CCCCC2)N1C(=O)c1cccc(F)c1 (configuration not stated)	-22.5%
COCCC1(NC(=O)C2CCC2)CCN(CC2CC2)CC1	-20.0%
COCCNC(=O)C1CCN(C(=O)c2ncn3c2COC(c2ccc(F)cc2)C3)CC1 (configuration not stated)	i
Nc1cccc(C(=O)NCC2CCN(Cc3cc(F)cc(F)c3)C2)c1 (configuration not stated)	?
COc1ccccc1NC(=O)CN(c1cc(C)cc(C)c1)S(=O)(=O)c1c(C)[nH]c(=O)[nH]c1=O	2.8%
COc1ccccc1Oc1ncccc1CNC(=O)c1ccccc1SC	-12.8%
CC(C)N1C(=O)[C@@H]2[C@@H](CCN2C(=O)CSCC(=O)O)N(Cc2cccc(F)c2)C1=O	-5.4%[44.1 µM]
O=C1NCc2ccccc2CC12CCN(Cc1c(F)cccc1F)C2 (configuration not stated)	-10.9%
COc1cc(C(=O)N2C[C@@H](C)[C@@](C)(O)C2)ccn1	-8.6%

(continued)
SMILES	Pf Dd2 growth
COc1cccc(CNC(=O)Cc2csc3nc(-c4ccccc4)cn23)c1	39.1%[activator][0.594 µM]
Cc1cc(Br)ccc1NC(=O)C(Cc1ccccc1)NS(=O)(=O)c1ccc(Br)s1 (configuration not stated)	45.8%[activator]
Cc1oc(-c2ccccc2F)nc1Cn1c(SCc2cccc(C(F)(F)F)c2)nc2ccncc21	-3.3%
Cn1cccc1CN1CCCN(S(C)(=O)=O)C(c2ccccc2)CC(=O)NCC1 (configuration not stated)	-9.3%
COc1ccc(Cl)cc1NC(=O)Cn1c(=O)c2ccccc2n2nncc12	-12.2%
COc1ccc(-n2ncc(C(=O)N3CCN(C(=O)c4ccco4)CC3)c2C2CCN(C(=O)OC(C)(C)C)CC2)cc1	38.4%[activator]
O=C1CC(c2ccccc2)N(C(=O)CNS(=O)(=O)c2cccc3cccnc23)CCCCCCN1 (configuration not stated)	i
CCC1Oc2ccc(NC(=O)COC)cc2CN(Cc2ccc(F)cc2)C1=O (configuration not stated)	?
NC1CCCCN(C(=O)CCn2cc(Cl)cn2)C1 (configuration not stated)	-0.4%
CC(=O)N1CCN(c2nc3c(s2)CC(C(=O)NCc2cc(F)cc(F)c2)CC3)CC1 (configuration not stated)	i
CCOc1ccc(NC(=O)CSc2nc(-c3ccc(OC)cc3)nc3c2Cc2c(CO)cnc(C)c2O3)cc1	?
CCCCOc1cccc(C(=O)Nc2ccc3oc(-c4cccnc4)nc3c2)c1	-20.7%
CCn1ncc(N2CCCC(CC(=O)Nc3ccc(Cl)cc3)C2)cc1=O (configuration not stated)	-16.1%
Nc1nc(C2CC(N)C2)cc(N2CCN(CC(=O)N3CCCCC3)CC2)n1 (configuration not stated)	6.3%
CC(C)C1=NOC2(CCN(Cc3cccc4ccccc34)CC2)C1	-20.3%[44.1 µM]
O=C(NCCc1ccccc1)Nc1cccc(-c2ccc(N3CCCCC3)nn2)c1	?
Cc1cc(C(=O)N[C@@H]2CN(Cc3ccccc3)C[C@H]2CN(C)C)n[nH]1	15.9%
O=C(N[C@@H]1CCN(C(=O)c2nnc3n2CCCC3)C[C@H]1O)c1cnccn1	-14.4%
CCOc1ccc(CN2C(=O)c3ccccc3Sc3ccc(C(=O)NCc4ccc(C)cc4)cc32)cc1	12.6µM*
O=C(NCC1(O)CCCCC1)C1CCN(c2nc(-c3ccccc3)nc3c2CCC3)CC1	?
CCc1ccc(NC(=O)Cn2c(N3CCC(C)CC3)nc(C)cc2=O)cc1	?
CNC(=O)Cn1nc(C2CCN(C(=O)c3cccs3)CC2)c2c1CCOC2	i[5.79 µM]
COc1ccc(NC(=O)c2nc(C(O)c3ccccc3F)oc2C)cn1 (configuration not stated)	?
CC(C)CCNC(=O)c1ccc(-c2nnc3ccc(NC(=O)C4CCC4)cn23)cc1	2.82µM*
COc1ccc(Cl)cc1NC(=O)c1ccc2c(c1)CCN2S(C)(=O)=O	11.6%

The list continues.
SMILES	Pf Dd2 growth
O=C(c1cccs1)N1CCC2(CC1)SCC(=O)N2c1ccc(Cl)cc1	i
CN(C)c1ccc(C(=O)NC2CCN(c3cc(-c4ccccc4)[nH]n3)C2)cc1 (configuration not stated)	i
COc1cccc(CN2CCNc3cc(-c4ccccc4)ncc3C2)c1	?
CCc1cc(=O)n(CC(=O)Nc2ccccc2OC)c(-c2ccccc2)n1	?
O=C1CC[C@]2(C(=O)N3CCCCC3)CCCC[C@H]2N1CCc1ccccc1	-15.5%
CCN1CCC(N(Cc2ccc(F)cc2)C(=O)Nc2cccc(C(F)(F)F)c2)CC1	12.6µM*
CN(C)C[C@@H]1CN(c2ncccn2)C[C@H]1N	i
COc1ccc(CN2C[C@H]3CN(Cc4cccnc4)CCN3C2=O)cc1	5.3%[44.1 µM]
CCOc1ccc(-c2nn(-c3ccccc3)cc2C2NC(=O)NC(C)=C2C(=O)OC(C)C)cc1 (configuration not stated)	?

13 entries from above, bar-delimited:
SMILES | Pf Dd2 growth
CCOc1ccc(CN2C(=O)c3ccccc3Sc3ccc(C(=O)NCc4ccc(C)cc4)cc32)cc1 | 12.6µM*
O=C(NCC1(O)CCCCC1)C1CCN(c2nc(-c3ccccc3)nc3c2CCC3)CC1 | ?
CCc1ccc(NC(=O)Cn2c(N3CCC(C)CC3)nc(C)cc2=O)cc1 | ?
CNC(=O)Cn1nc(C2CCN(C(=O)c3cccs3)CC2)c2c1CCOC2 | i[5.79 µM]
COc1ccc(NC(=O)c2nc(C(O)c3ccccc3F)oc2C)cn1 (configuration not stated) | ?
CC(C)CCNC(=O)c1ccc(-c2nnc3ccc(NC(=O)C4CCC4)cn23)cc1 | 2.82µM*
COc1ccc(Cl)cc1NC(=O)c1ccc2c(c1)CCN2S(C)(=O)=O | 11.6%
O=C(c1cccs1)N1CCC2(CC1)SCC(=O)N2c1ccc(Cl)cc1 | i
CN(C)c1ccc(C(=O)NC2CCN(c3cc(-c4ccccc4)[nH]n3)C2)cc1 (configuration not stated) | i
COc1cccc(CN2CCNc3cc(-c4ccccc4)ncc3C2)c1 | ?
CCc1cc(=O)n(CC(=O)Nc2ccccc2OC)c(-c2ccccc2)n1 | ?
O=C1CC[C@]2(C(=O)N3CCCCC3)CCCC[C@H]2N1CCc1ccccc1 | -15.5%
CCN1CCC(N(Cc2ccc(F)cc2)C(=O)Nc2cccc(C(F)(F)F)c2)CC1 | 12.6µM*

Assay outcomes from PubChem.
